Screening data deposited in PubChem by National Center for Advancing Translational Sciences (NCATS).
Rab9 promoter act: Rab9 promoter activation | Huh7 Rab9 promoter-luciferase reporter, luminescence, 24 h | Potency, µM (doses to about 9.22 µM), for inactives: at the top dose activation, negative = inhibition, most hits filed as activators | 320,000 compounds, 2.8% hits | AID 485297; also: potency is read from the fitted curve at half-maximal effect; % of control where 0% means no effect; nearly all actives have a fitted effect of over 60% in size
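Using Huh7 cells stably transfected with Rab9 promoter–luciferase, compounds were incubated 24 h at 37 °C, 5% CO2; luciferase luminescence was read 10 min after reagent addition.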
FLuc modulator: inhibits or activates purified firefly luciferase, miR-21 counter-screen | purified FLuc, Km substrates, luminescence inhibition | AID 588342 | Potency, µM (doses to about 57.5 µM), for inactives: top-dose activity change, negative = inhibition, usual class: inhibitors | P08659 | 360,000 compounds, 6.9% hits;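 also: potency is read from the fitted curve at half-maximal effect; plate controls were vehicle for no effect and reference inhibitor for full effect; nearly all actives have a fitted effect of over 55% in size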
Target sequence (P08659 whole entry, looked up): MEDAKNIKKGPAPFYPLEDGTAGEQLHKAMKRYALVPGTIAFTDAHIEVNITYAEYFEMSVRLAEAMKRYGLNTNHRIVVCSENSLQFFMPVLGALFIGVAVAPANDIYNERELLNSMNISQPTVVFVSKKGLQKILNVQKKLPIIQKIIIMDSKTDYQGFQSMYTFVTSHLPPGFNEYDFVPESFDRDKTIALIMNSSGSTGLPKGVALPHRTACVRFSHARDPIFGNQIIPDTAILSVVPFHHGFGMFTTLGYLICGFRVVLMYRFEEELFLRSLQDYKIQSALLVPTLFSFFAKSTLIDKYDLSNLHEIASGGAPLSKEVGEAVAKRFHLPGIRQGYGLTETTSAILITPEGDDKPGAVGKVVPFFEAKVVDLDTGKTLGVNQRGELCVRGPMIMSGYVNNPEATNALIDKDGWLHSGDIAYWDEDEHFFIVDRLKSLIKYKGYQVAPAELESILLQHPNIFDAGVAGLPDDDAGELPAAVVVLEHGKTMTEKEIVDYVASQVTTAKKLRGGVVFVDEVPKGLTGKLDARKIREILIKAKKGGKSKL
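Purified P. pyralis luciferase, 10 nM final, with Km-level 10 uM D-luciferin and 10 uM ATP in 50 mM Tris acetate pH 7.5, 10 mM Mg acetate, 0.01% Tween-20, 0.05% BSA; 6-point qHTS titration about 60 µM downward; luminescence read.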
NPC1 promoter act: NPC1 promoter activation. Huh7 NPC1 promoter luciferase reporter, 24 h. Potency, µM (top dose mostly 9.22 µM), without a hit: at the top dose activation, most hits filed as activators. 320,000 compounds, 2.4% hits. AID 485313;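 also: potency is read from the fitted curve at half-maximal effect; % of control where 0% means no effect; nearly all actives have a fitted effect of over 60% in size; reporter is driven by a mutant NPC1 promoter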
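Stably transfected Huh7 (NPC1 promoter→luciferase), 1500 cells/well in Opti-MEM + 10% FBS, 2 h settle, then compound 24 h at 37 °C. Luminescence after 10 min with Amplite reagent.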
Menin-MLL TR inh: inhibitors of human menin-MLL interaction, mutant MLL peptide; O00255; Menin + Texas Red MLL mutant peptide, fluorescence polarization; Potency, µM (titrated, usually from 61.6 µM), inactives show at the highest dose FP activity change, negative = inhibition, actives largely listed as inhibitors; 270,000 compounds, 0.23% hits; active = well fitted inhibition curve with a large enough effect in the polarisation, with a control signal flat, not every such curve was filed as active; inconclusive = small, poorly fitted or top-dose-only effect, or effect the other way, or a change in a side signal; inactive = no such curve, though single readings can be large or run the other way; the % refers to the polarisation; also: potency is read from the fitted curve at half-maximal effect; % of control where 0% means no effect; many of its hits are not listed in these tables
RORgamma inh: inhibitors of mouse ROR gamma transcriptional activity; P51450; Drosophila S2 Gal4-RORgamma UAS-luciferase reporter, 20 h; Potency, µM (series often up to 53.6 µM), for inactives: top-dose activity change, negative = inhibition, most hits filed as inhibitors; 310,000 compounds, 5.4% hits; AID 2551; also: potency is read from the fitted curve at half-maximal effect; % is scaled to controls: 0 for no effect and ±100 for the full control effect; nearly all actives have a fitted effect of over 60% in size
Target sequence (P51450 whole entry, looked up, the tested form may be a part): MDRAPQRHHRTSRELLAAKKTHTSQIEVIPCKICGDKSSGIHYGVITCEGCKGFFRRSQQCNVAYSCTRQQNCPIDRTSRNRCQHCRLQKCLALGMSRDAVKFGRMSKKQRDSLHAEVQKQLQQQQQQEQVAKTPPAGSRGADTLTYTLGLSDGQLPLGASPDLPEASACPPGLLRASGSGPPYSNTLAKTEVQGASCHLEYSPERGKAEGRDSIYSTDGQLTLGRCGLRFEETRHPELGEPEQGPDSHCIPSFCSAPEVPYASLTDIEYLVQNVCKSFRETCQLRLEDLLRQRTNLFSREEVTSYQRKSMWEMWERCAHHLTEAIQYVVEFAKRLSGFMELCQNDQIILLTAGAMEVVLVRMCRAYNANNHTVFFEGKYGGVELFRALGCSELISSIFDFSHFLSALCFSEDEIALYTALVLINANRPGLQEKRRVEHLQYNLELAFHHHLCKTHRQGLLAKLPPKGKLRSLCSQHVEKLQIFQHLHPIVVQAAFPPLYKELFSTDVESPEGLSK
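Read-out: Photinus luciferase luminescence; inhibitors lower reporter signal. Insect Schneider cells with Gal4-ROR gamma fusion under metallothionein promoter, UAS reporter; 700 uM final copper sulfate induction, 20 hr, ambient temperature.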
Giardia kill: kills Giardia lamblia | activity change, % at 7.66 µM, hits read low | Giardia lamblia trophozoite viability | AID 540267 | 340,000 compounds, 0.15% hits; in the data active = activity change below about -80%; inconclusive = between about -30% and that limit;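 also: parasites exposed to compound for two days anaerobically before the ATP read; % is scaled to controls: 0 for no effect and ±100 for the full control effect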
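Each well holds 100 Giardia trophozoites and compound. After two days (48 hrs) at 37 deg C in anaerobic conditions, ATP is quantified by luminescence.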
Gal4-VP16 FLuc: Gal4-VP16 reporter inhibition counter-screen | Drosophila S2 Gal4-VP16 UAS-luciferase, luminescence, 20 h | Potency, µM (doses to about 53.6 µM), without a hit: at the highest dose activity, negative = inhibition, most hits filed as inhibitors | 310,000 compounds, 3.5% hits;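 also: Gal4-VP16 expression switched on by copper sulfate through the metallothionein promoter; potency is read from the fitted curve at half-maximal effect; % is scaled to controls: 0 for no effect and ±100 for the full control effect; nearly all actives have a fitted effect of over 50% in size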
PKM2 activator: activators of human pyruvate kinase M2. P14618. purified PKM2, Kinase-Glo ATP luminescence, activation; response scale: 0% is enzyme alone, no compound. Potency, µM (series often up to 57.5 µM), inactives show at the top dose activation, hits mostly activators. 260,000 compounds, 0.34% hits. AID 1631; also: potency is read from the fitted curve at half-maximal effect; % is scaled to controls: 0 for no effect and ±100 for the full control effect; nearly all actives have a fitted effect of over 55% in size
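hPK-M2, >95% pure; 0.1 mM ADP / 0.5 mM PEP final; imidazole pH7.2 buffer w/ 7 mM MgCl2, 50 mM KCl; 1 h RT; Kinase-Glo lum. Intermediate enzyme activity for dual inhibitor/activator qHTS.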
BRCA1 expr up: activators of BRCA1 expression | MCF7-BRCA1-FFLuc reporter, luminescence, 48 h; response scale: scaled: vehicle 0%, 10 µM genistein 100% | Potency, µM (series often up to 46.1 µM), for the others: at the highest dose activation, most hits filed as activators | 380,000 compounds, 1.1% hits | AID 624202; also: potency is read from the fitted curve at half-maximal effect; nearly all actives have a fitted effect of over 80% in size; some results filed as inactive show a strong effect at the top dose
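Luminescence from a BRCA1-driven firefly luciferase in MCF7 cells was the read-out, taken 15 min after substrate addition following 48 h compound exposure at 37 °C. Data were normalized to a 10 microM genistein control and DMSO vehicle.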
p53 reactivator: restores transcriptional activity of mutant p53. H1299 p53-A138V BP100-luciferase reporter, luminescence, 24 h. Potency, µM (titrated, usually from 92.2 µM), for the others: top-dose activity change, positive = activation, usual class: activators. 320,000 compounds, 0.063% hits. AID 504706; also: potency is read from the fitted curve at half-maximal effect; % of control where 0% means no effect; nearly all actives have a fitted effect of over 45% in size
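H1299 (p53-null), stable ts p53-A138V + BP100-Luc; 1000 cells/well, Opti-MEM/10% FBS; cpd 4 pt, 1:5; 24 h, 37 deg C, 5% CO2; detection reagent 10 min RT; luminescence.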
ELG1 genotox: genotoxicity induction in ELG1-luciferase HEK293T cells; HEK293T ELG1-luciferase reporter, luminescence, 16 h; 330,000 compounds, 1.3% hits; Potency, µM (titrated, usually from 46 µM), without a hit: at the top dose activity change, positive = activation, usual class: activators; also: potency is read from the fitted curve at half-maximal effect; % of control where 0% means no effect; nearly all actives have a fitted effect of over 60% in size
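Quantitative HTS format in 1536-well plates. HEK293T ELG1-luciferase reporter cells receive test compound and are incubated 16 hr at 37 °C, 5% CO2; ONE-Glo added, 30 min room temperature, then luminescence read.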
* marks the source's active call; other numbers are inactive results; u = inconclusive; x = no result given; [ ] = dose if it differs, or a comment. Unless noted, calls follow the shape of the dose curve; as a rule, active = well fitted curve in the direction sought with a large enough effect; inconclusive = small, poorly fitted or top-dose-only effect, or another doubt; inactive = no such curve, though single readings can be large; an effect the other way counts as inactive or inconclusive.

SMILES | Rab9 promoter act | FLuc modulator | NPC1 promoter act | Menin-MLL TR inh | RORgamma inh | Giardia kill | Gal4-VP16 FLuc | PKM2 activator | BRCA1 expr up | p53 reactivator | ELG1 genotox
CCC(C)[C@H](NC(=O)NCc1ccc(OC)c(OC)c1)C(=O)O (some centres not stated) | -6% | -2% | 0% | x | -6% | 2 | -11% | -3% | 0% | -4% | 1%
C[N+]1(CCOS(=O)C23CC4CC(CC(C4)C2)C3)CCOCC1 (configuration not stated) | 15% | 0% | -6% | 1% | 2% | 0 | 7% | 0% | 7% | 2% | -3%
O=C(CSc1cn(CCNC(=O)c2cccs2)c2ccccc12)NC1CCCC1 | 1% | 6% | -4% | 11% | 6% | 17 | -11% | -7% | -38% | 4% | -20%
CCC(C(=O)NC1CCCCC1)N(C(=O)c1snc(C(N)=O)c1N)c1ccc(OC)cc1OC (configuration not stated) | -4% | 1% | -4% | x | 17% | -4 | 0% | x | -31% | -2% | 3%
CC(=O)c1cccc(NC(=O)C(Sc2ncnc3ccccc23)c2ccccc2)c1 (configuration not stated) | 8% | 5% | 30% | -9% | 17% | 1 | -15% | -23% | -30% | 9% | 6%
Cc1cc(C)nc(N2CCC(CNC(=O)CCc3ccccc3)CC2)n1 | -8% | 1% | 1% | -15% | -43% | 9 | -11% | 0% | 5% | -12% | 0%
CCCc1ncc(CN2CCCC(C(=O)Nc3ccc(-c4cccc(OC)c4)cc3)C2)cn1 (configuration not stated) | 7% | -4% | -1% | 21% | 2% | -3 | -4% | -1% | 111% | 21% | -1%
CCN1C(=O)CC(NCc2ccc3c(c2)OCO3)C1=O (configuration not stated) | -6% | -1% | -1% | 5% | 0% | -7 | -3% | -4% | -22% | 0% | 1%
CCCCC(=O)OCC(=O)Nc1ccc(C)c(F)c1 | -8% | 17µM* | 1% | 18% | 7% | 31[activator] | 12% | 2% | 0% | 3% | 2%
COc1cc2c(cc1OC)CN(C(=O)CN1CCN(S(=O)(=O)c3ccccc3Br)CC1)CC2 | -5% | 1% | -2% | -16% | -3% | 22 | 3% | x | -4% | -11% | -4%
Cn1cnc2cc(NS(=O)(=O)c3ccc(Br)cc3)ccc21 | x | 1% | x | 4% | 45% | -14 | 16% | 0% | -16% | x | x
Cc1ccc(COCC(CC(C)C)N2CCN(C(=O)c3cccc(C(F)(F)F)c3)CCC2=O)cc1 (configuration not stated) | -1% | -1% | -2% | -6% | u | 18 | 2% | -2% | -24% | -2% | -1%
COc1ccccc1C(=O)N/C(=N/c1nc(C)cc(C)n1)Nc1ccccc1 | 2% | 1% | 3% | x | 10µM* | 15 | u | -1% | -42% | -1% | -8%
Cc1cc(NC(=O)CCc2ccccc2)c([N+](=O)[O-])cc1C | -2% | u | -1% | -6% | 14%[10 µM] | -18 | -4% | -5% | 7% | u | 8%
CCOC(=O)C(C)Sc1ncc(-c2ccccc2)cn1 (configuration not stated) | 23% | 21µM* | 5% | -4% | 1% | 15 | -21% | -5% | -2% | 5% | 8%
Cc1c(C)n(-c2ccccc2)c2ncnc(NCCCN(C)C)c12 | 0%[1.84 µM] | -1% | -1% | -9% | 1% | -1 | -1% | x | -2% | -2% | 2%
O=C(C1=NN[C@@H]2C(=O)N(c3cccc(F)c3)C(=O)[C@H]12)C(c1ccccc1)c1ccccc1 | 1% | 11% | -4% | 7% | 18% | -5 | 2% | 8% | -17% | -8% | -1%
O=C(Nc1cc(Cl)ccc1-n1cncn1)c1ccc([N+](=O)[O-])s1 | -10% | -1% | -1% | x | -27% | u | u | 2% | -89%[inhibitor] | -28% | -2%
COc1cc(-c2nnc(SCC(=O)Nc3cc(C)on3)n2C)cc(OC)c1O | 0% | 5% | 2% | 1% | 7% | -7 | -8% | 0% | 1% | -4% | 7%
Cc1cccc2cc(CN(C(=O)c3cccs3)c3ccccc3)c(=O)[nH]c12 | 3% | -1% | -1% | -7% | -7% | -7 | 6% | -3% | -24% | 1% | 1%
O=C(NNC(=S)Nc1ccccc1C(F)(F)F)c1ccc(Br)o1 | -2% | u | 2% | u | u | 17 | -19% | -18% | -10% | 0% | -4%
CCCN(CCC)S(=O)(=O)c1ccc(C(=O)NCc2ccc3c(c2)OCO3)cc1 | 3% | 0% | 0% | -2% | -2% | -1 | 0% | 15% | -27% | 1% | 2%
COc1ccccc1CCN1CCCC(CN(C)C(=O)c2ccc3nc[nH]c3c2)C1 (configuration not stated) | 1% | 0% | 3% | x | -4% | -5 | -8% | -5% | -7% | 4% | -7%
CC(C)CNS(=O)(=O)c1cc(C(=O)OCC(=O)c2ccc3c(c2)OCCO3)c(Cl)cc1Cl | -14% | 12µM* | -1% | 12% | 36% | 18 | 11% | 3% | -20% | 0% | 4%
O=C(CSc1nc(-c2ccccc2)cc(=O)[nH]1)Nc1ccccn1 | -7% | u | 6% | 6% | -14% | -6 | 3% | -19% | -14% | 2% | -1%
Cc1ccc(SCc2cn3cccnc3n2)cc1 | 27% | u | u | 7% | 11% | 3 | -2% | -7% | 11µM* | u | u
Cc1ccccc1N1CCN(Cc2cccc(C(=O)O)c2)CC1 | -3% | 2% | 1% | 17% | -2% | 2 | 2% | -8% | 5% | 4% | 1%
O=C(CCC(=O)Nc1nnc(C2CCCCC2)s1)NCc1ccc(F)cc1 | -2% | 1% | -3% | 13% | u | 11 | -14% | x | 12% | 11% | 0%
Cc1cc(=O)oc2c(C)c(OCC(=O)NCCCn3ccnc3)ccc12 | -3% | -2% | 1% | 15% | -19% | -6 | -6% | -6% | -13% | -6% | 2%
CCc1nnc(NC(=O)CSc2nnc(C)n2CC2CCCO2)s1 (configuration not stated) | 10% | -1% | -1% | 20% | 2% | -16 | -1% | 0% | -6% | 0% | 0%
CC1(N(O)/C=C2\C=CC=CC2=O)CCCCC1=O (configuration not stated) | 3% | 1% | -5% | x | -31% | -9 | -4% | 0% | -2% | -1% | 0%
FC(F)(F)COc1nc(N2CCOCC2)nc(N(c2ccccc2)c2ccccc2)n1 | -9% | 0% | -5% | 0% | 29% | 5 | -17% | -12% | -56% | 19% | -17%
O=S(=O)(NCC1CCCO1)c1cc(Cl)ccc1Cl (configuration not stated) | 2% | 5% | -5% | -1% | -24% | 31[activator] | 5% | -1% | 12% | 0% | 1%
CCN(CC)C(=O)CN(c1cccc(C(F)(F)F)c1)S(C)(=O)=O | 1% | 2% | -2% | -5% | 26% | 1 | -1% | 1% | 3% | -2% | 1%
Cc1ccc(Oc2ccc(Cl)cc2NC(=O)c2cnccn2)cc1 | 0% | 0% | -5% | x | 35% | 5 | 13% | -2% | 2% | 0% | 0%
COc1cccc(C(=O)c2c[nH]c(C(=O)NCc3ccco3)c2)c1 | 19% | 1% | 12% | 12% | 18% | -15 | 6% | 4% | 22% | 13% | 1%
O=C(Nc1ccccc1)c1cc(S(=O)(=O)NCc2ccncc2)ccc1Cl | -23% | 6% | -12% | x | u | 1 | u | 0% | -32% | -16% | -7%
O=C(/C=C/c1ccc(O)c(O)c1)OCCc1ccccc1 | -25%[46.1 µM] | x | -8%[46.1 µM] | u | u | 10 | 10µM* | x | 12% | x | x
S=C(NC1CCCC1)N1CCN(c2cccc(Cl)c2)CC1 | 1% | 6% | -4% | 32%[activator] | 11µM* | 0 | -25% | 0% | -26% | -2% | -8%
Cc1sc2nc(CSCC(=O)N(CCC#N)c3ccccc3)[nH]c(=O)c2c1C | -5% | -8% | -9% | -11% | 28% | 9 | 2% | 2% | -20% | -6% | 0%
CN1/C(=C/C=N/NC(=O)c2ccc([N+](=O)[O-])cc2)C(C)(C)c2ccccc21 | -3% | -11% | -1% | -12% | 1.8µM* | -18 | 2.2µM* | -3% | 4% | -3% | -7%
O=C(CCn1c(=S)oc2ccccc21)NC1CCCCC1 | -1% | -2% | -3% | x | 30% | -1 | 4% | -2% | -2% | -2% | 7%
Cc1ccc(C)c(NS(=O)(=O)c2cc(C(N)=O)ccc2C)c1 | -2% | 0% | -3% | -3% | 14% | -1 | 1% | -17% | -4% | -12% | 0%
COc1cc2c(cc1OC)/C(=C/C#N)NC(C)(C)C2 | -3% | 8% | 2% | 0% | 0% | -9 | 1% | 5% | -45% | -14% | 2%
COc1ccc(CNC(=O)C(=O)NCCC2CCCCN2S(=O)(=O)c2ccccc2)cc1 (configuration not stated) | 3% | 3% | 4% | x | x | -4 | x | x | -41% | -7% | -11%

Only part of the results is shown; rates above refer to the full screens.
